From PubChem BioAssay
esBAF inh: Bmi1 luciferase reporter increase in mESCs, primary screen, esBAF inhibitor project, mouse ES cells, Bmi1 luciferase knock-in, single point; 24 h; 100% = twice the neutral-well signal; reporter increase, % at 12.5 µM; 2% of 350,000 active; in the data active means activation above about 40%; inconclusive means no clear call, values can overlap the other calls;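 further: 0% = median of the plate's neutral control wells and 100% = double that signal; a rise in the Bmi1 reporter signal indicates esBAF inhibition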
RAD52 anneal inh: RAD52 DNA annealing inhibitors, primary screen, biochemical, FRET, single point, set 2; DNA repair protein RAD52 homolog (Homo sapiens), P43351; recombinant RAD52 DNA annealing, FRET fluorescence; inhibition, % at 18.7 µM; 0.46% of 360,000 active;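 active means every replicate showing at least 50% inhibition; inconclusive means mean inhibition at least 50% but not in every replicate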
S100A4 inh HTS: inhibitors of S100A4-myosin IIA peptide binding, primary screen, biochemical, fluorescence polarization, TAMRA-MyoIIA peptide. Protein S100-A4 (Homo sapiens), P26447. inhibition, % at 10.7 µM. 0.14% of 360,000 active. AID 652163, 2013;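 active means mean inhibition of at least 70% across replicates, with every replicate also reaching that level; inconclusive means mean inhibition reaches 70% but some replicates fall short; inactive means mean inhibition below 70%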
Target sequence (P26447 whole entry, looked up): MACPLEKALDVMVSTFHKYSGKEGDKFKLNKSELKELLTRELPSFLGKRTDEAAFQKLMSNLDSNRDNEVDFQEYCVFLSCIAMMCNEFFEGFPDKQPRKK
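System – human S100A4 monomer protein, biochemical binding assay · Buffer or medium – Calcium-containing HEPES buffer, pH 7.2 · Timing – 5 min between mix addition and reading · Also added – TAMRA-labelled myosin IIA heavy-chain peptide probe, 5 nM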
XiGFP reactiv: activators of inactive X chromosome reactivation, primary screen, imaging, XiGFP fibroblasts, GFP high-content imaging, set 2. XiGFP mouse fibroblasts, % GFP-positive cells imaging, 3 d; cells co-treated with 5-aza-dC sensitizer; scaled so ellipticine positive control = 100%. activation, % at 7.58 µM. 0.055% of 360,000 active;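 active means mean normalized replicate activation at least 10% and every replicate at or above 10%; inconclusive means only one of the two criteria met; inactive means mean below 10% and not all replicates reach 10%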;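 further: 0% = median of on-plate neutral control wells and 100% = ellipticine 6 µM median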
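System: 68-5-11 XiGFP fibroblast line; Timing: 3 days compound exposure; Compound dosing: one concentration, pinned; Benchmarks: positive control ellipticine, 6 µM final; Buffer or medium: DMEM containing 5-aza-dC.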
RAD54 branch: inhibitors of human RAD54 branch migration, primary screen, biochemical, fluorescence, single point | RAD54 Holliday junction branch migration, FAM/BHQ fluorescence | AID 602329, 2012 | inhibition, % at 10.4 µM | 0.14% of 360,000 active | DNA repair and recombination protein RAD54-like (Homo sapiens), Q92698;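 active means mean normalized replicate activity at least 40 and at least half of replicates scoring 40 or more; inconclusive means only one of the two criteria met; inactive means mean below 40 and under half of replicates reaching 40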;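 further: 0% = median of neutral control wells and 100% = median of positive control wells; inhibitors cause a drop in the FAM fluorescence signal; in these data hits start at about 50%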
Target sequence (Q92698 whole entry, looked up): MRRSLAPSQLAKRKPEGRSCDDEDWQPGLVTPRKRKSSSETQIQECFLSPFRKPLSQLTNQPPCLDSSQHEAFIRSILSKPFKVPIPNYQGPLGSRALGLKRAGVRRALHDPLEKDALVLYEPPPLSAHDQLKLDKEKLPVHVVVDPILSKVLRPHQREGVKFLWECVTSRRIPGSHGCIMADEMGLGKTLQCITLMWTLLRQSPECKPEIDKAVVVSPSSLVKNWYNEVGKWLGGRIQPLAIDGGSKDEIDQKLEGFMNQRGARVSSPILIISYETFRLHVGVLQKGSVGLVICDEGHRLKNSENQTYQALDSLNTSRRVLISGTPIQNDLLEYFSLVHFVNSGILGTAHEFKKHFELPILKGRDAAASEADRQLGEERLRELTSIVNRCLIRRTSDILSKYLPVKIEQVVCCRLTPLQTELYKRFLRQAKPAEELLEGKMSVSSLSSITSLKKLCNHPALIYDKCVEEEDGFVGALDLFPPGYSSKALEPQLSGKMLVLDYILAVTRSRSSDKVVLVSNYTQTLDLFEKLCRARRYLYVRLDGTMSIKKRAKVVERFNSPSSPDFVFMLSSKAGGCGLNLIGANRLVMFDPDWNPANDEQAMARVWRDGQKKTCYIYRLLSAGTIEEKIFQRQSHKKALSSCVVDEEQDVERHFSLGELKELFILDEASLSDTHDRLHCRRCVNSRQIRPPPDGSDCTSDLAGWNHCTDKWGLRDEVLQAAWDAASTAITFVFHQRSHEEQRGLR
E-selectin induc: E-selectin induction in HUVECs, primary screen, imaging, HUVEC, immunofluorescence imaging, single point. P16581. normalized: neutral wells 0, TNF-alpha wells 100. activation, % at 7.58 µM. 0.37% of 260,000 active. AID 686992, 2013;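 active means mean E-selectin-positive cell signal at least 10% of the positive control, reached in at least 60% of replicates, without over 20% cell loss; inconclusive means no rule given, readout overlaps actives, possibly toxicity-flagged; inactive means the rest, including those meeting only one limit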;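 further: in these data hits start at about 27%; measured in HUVEC primary endothelial cells; signal is the percent of cells scored E-selectin positive by PE staining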
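System: HUVEC / Compound: single concentration / Signal: immunofluorescence imaging / Read-out: percent E-selectin-positive cells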
FN deposition inh: inhibitors of fibronectin matrix deposition, primary screen, AH1F cells, Alexa488-fibronectin fluorescence, plate reader. AID 743247, 2014. inhibition, % at 12.6 µM. AH1F fibroblasts, overnight. 0.086% of 350,000 active;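 active means mean inhibition across replicates of 30% or more, regardless of how many single replicates reach that level; inconclusive means mean under 30% yet at least half of replicates reach 30%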;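 further: positive control wells lacked labelled fibronectin entirely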
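Assay system: AH1F fibroblasts / Quantity: 10000 cells per well / Medium: DMEM plus 2% serum, read in PBS / Reagent: labelled fibronectin 24 nM / Dosing: single dose, pinned / Times: 1 h cell attachment, overnight exposure to compound and label / Signal: fluorescence, ex 485 nm, em 525 nm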
EWS-Fli block: EWS/Fli-driven NR0B1 reporter inhibitors, primary screen, A673 cells, NR0B1 luciferase, luminescence, MLPCN library. viability-normalised. inhibition, % at 12.6 µM. 0.67% of 350,000 active. AID 651661, 2012;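 active means mean inhibition of at least 50% after viability correction, with every replicate also passing that limit; inconclusive means mean reaches 50% but only one of two replicates passes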;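 further: firefly luciferase signal divided by Alamar Blue viability fluorescence both relative to DMSO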
Active calls of the source: *; ? = inconclusive; · = not tested or not shown.

SMILES	esBAF inh	RAD52 anneal inh	S100A4 inh HTS	XiGFP reactiv	RAD54 branch	E-selectin induc	FN deposition inh	EWS-Fli block
O=C(Nc1ncc([N+](=O)[O-])s1)c1ccc2c(c1)OCO2	-76	-9	-7	0.0	6	·	2	49
COc1ccc(S(=O)(=O)N(C)C[C@H]2Oc3ccc(NS(=O)(=O)c4cn(C)cn4)cc3CC(=O)N([C@@H](C)CO)C[C@H]2C)cc1	3	-8	-13	-0.1	-5	-0.4	·	3
COCCCNC(=O)CC1C[C@H](C(=O)N(C(C)C)C(C)C)[C@@]2(C)c3[nH]c4ccc(OC)cc4c3CCN2C1=O (stereo partly specified)	-1	-6	3	-0.2	-3	-0.1	0	4
O=C(CN1CCCCC1)NC(=O)NC1CCCCC1	24	-15	32	0.2	-10	·	-19	-31
COc1ccc(CNC(=O)CCC(=O)c2ccc(F)cc2)cc1OC	-6	-16	1	0.3	1	·	·	-1
C/C=C/c1ccc([C@H]2[C@@H](CO)N3C(=O)CN(Cc4ccccc4)C[C@H]23)cc1	·	-10	4	0.3	·	-0.1	·	-7
COc1cccc(/C=C2/NC(=O)NC2=O)c1OCC(=O)Nc1ccccc1	-6	0	-1	0.0	-4	-0.2	0	41
O=C(CN1CCOCC1)NCC[C@@H]1CC[C@@H](NC(=O)c2ccccc2F)[C@H](CO)O1	-4	-2	-15	0.5	1	0.0	4	-1
O=C(O)C1C2CCC(CC2)C1C(=O)N1CCN(Cc2ccc(F)cc2)CC1 (stereo unspecified)	-3	-3	-2	0.1	-6	·	6	7
C[C@H](CO)N1C[C@H](C)[C@H](CN(C)C(=O)Cc2ccccc2)Oc2cc(-c3ccccc3)ccc2S1(=O)=O	0	29	5	-0.1	-5	-0.2	-12	-58
C[C@@H](O)C#Cc1cnc2c(c1)C(=O)N([C@@H](C)CO)C[C@H](C)[C@H](CN(C)C(=O)c1ccccc1F)O2	-1	1	1	0.3	-4	·	·	8
O=C(C1CC1)N1CC(=O)N2[C@H](C1)[C@H](c1ccc(C#CCc3ccccc3)cc1)[C@@H]2CO	·	8	-14	0.0	·	0.1	-4	-1
O=[N+]([O-])c1cc(CN2CCC(O)CC2)ccc1Cl	·	-4	-6	0.0	·	0.1	3	6
O=C1C=CC(=O)N1c1ccc2c(c1)Cc1cc(F)ccc1-2	-9	-11	-3	0.0	3	·	6	-12
Cc1nnc(SC(C(=O)Nc2cc(Cl)cc(Cl)c2)c2ccccc2)[nH]c1=O (stereo unspecified)	·	-11	4	0.6	·	3.0	-1	9
O=S(=O)(c1cc(F)ccc1F)N1CCC2(CC1)OCCO2	·	-6	6	0.0	1	-0.9	·	·
CCOC(=O)N1CCC(N(CCN(C)C)C(=S)Nc2ccccc2OCC)CC1	-5	-17	-1	-0.1	·	0.0	2	10
C=CCC[C@@H](Cc1ccc(F)cc1)C(=O)O[C@H](CNC(=O)[C@H](CC=C)CC(=O)N(CCO)Cc1ccccc1)c1ccccc1	4	-32	1	0.2	-5	0.8	-5	-3
Cc1cc(C)cc(NC(=O)COC(=O)CCn2c(C)csc2=O)c1	-10	-6	2	0.2	-8	1.8	2	-2
COc1ccc2c(c1)c(N=NC(N)=S)c(O)n2CC(=O)c1ccccc1	-5	-8	-2	0.0	5	1.2	-2	9
Cc1onc(-c2ccccc2)c1C(=O)N1CCCC1	2	-5	1	0.1	8	·	-5	·
O=C(C[C@@H]1C=C[C@@H](NC(=O)C2CCC2)[C@@H](CO)O1)NC1CCC1	4	0	-2	-0.3	5	-0.6	·	0
COc1ccc2c3c([nH]c2c1)[C@@H](CO)N(C(=O)c1ccccc1)CC31CN(Cc2cccnc2)C1	·	13	-12	0.2	·	0.2	·	11
Cc1cc(C)c2cc(C(=O)N3CCC(C(=O)c4ccc(F)cc4)CC3)[nH]c2c1	1	-8	3	0.1	1	0.2	-7	17
CN1C(=O)c2cc(NC(=O)C3CCOCC3)ccc2OC[C@@H]2O[C@H](CC(=O)NCCc3ccncc3)CC[C@H]21	0	8	8	0.0	0	0.4	4	5
O=C(CSc1nnc(-c2cccc(F)c2)o1)Nc1nncs1	-2	1	-4	0.0	11	-0.2	3	5
C[C@@H]1CN([C@@H](C)CO)C(=O)c2cc(C#Cc3ccc(F)cc3)cnc2O[C@H]1CN(C)Cc1ccccn1	2	-5	6	-0.3	-6	0.0	·	11
CN(C)C(=O)C[C@@H]1CC[C@@H](NC(=O)NC2CCCC2)[C@@H](CO)O1	1	10	-4	-0.4	-4	0.4	·	-5
Cc1cccc(COCC(Cc2ccccc2)N2CCN(C(=O)c3ccc(Cl)c(Cl)c3)CCC2=O)c1 (stereo unspecified)	-2	-5	4	-0.1	-6	0.2	18	18
O=C(OCC(=O)c1ccc(Cl)cc1Cl)c1ccc2c(c1)C(=O)N(c1cccc3ncccc13)C2=O	5	·	·	·	4	-0.6	-4	·
CC(=O)N[C@@H]1CC[C@@H](CC(=O)NCC2CCCCC2)O[C@@H]1CO	4	8	2	-0.2	-4	-0.5	-1	-2
COC(CSc1ncnc2c1oc1nc3c(cc12)COC(C)(C)C3)OC	·	-32	-2	-0.1	·	·	4	-13
CN(C)S(=O)(=O)c1ccc(SCC(=O)Nc2ccc3c(c2)OCCO3)nc1	20	-3	-1	0.1	-13	·	1	-34
COc1ccc(/C=N/NC(=O)c2cc(C34CC5CC(CC(C5)C3)C4)[nH]n2)cc1OC	·	-6	-5	0.0	·	·	·	14
CC(C)NC(=O)N(C)C[C@@H]1Oc2ccc(NS(=O)(=O)c3ccc(F)cc3)cc2CC(=O)N([C@@H](C)CO)C[C@@H]1C	-1	-1	3	-0.1	-5	0.3	16	0
CO[C@@H]1CN(C)C(=O)c2ccc(NC(=O)C3CCOCC3)cc2OC[C@@H](C)N(C(C)=O)C[C@H]1C	2	-2	-12	-0.2	-8	-0.1	9	-11
CCn1c(=O)[nH]c2cc(C(=O)N3CCN(c4ccccc4)CC3)ccc2c1=O	-4	-15	0	·	·	·	·	5
O=C(CNC(=O)C1COc2ccccc2O1)Nc1ccc(F)c(F)c1 (stereo unspecified)	-3	-3	-5	0.1	·	0.3	-1	-2
O=C(NC1CCCCC1)c1c2c(nc3ccccc13)CCC2	·	-5	-3	-0.1	·	0.0	3	-10
CN(C)C(=O)c1ccc(-c2ccccc2[C@H]2[C@@H](C#N)N(C(=O)C3CCC3)[C@@H]2CO)cc1	·	-5	-6	0.1	·	0.0	-11	9
Cc1ccc(C2(O)CN(c3ccccc3)C3=[N+]2CCS3)cc1 (stereo unspecified)	·	·	·	0.0	3	-0.2	-14	·
Cc1cc(-c2ccc(S(=O)(=O)Nc3ccc(C#N)cc3)s2)on1	-7	-22	-13	0.0	14	0.3	3	·
CCCN1C[C@@H](C)[C@@H](OC)CN(C)C(=O)c2ccc(NC(=O)C3CCC3)cc2OC[C@H]1C	-1	-2	0	0.2	5	-0.2	-6	-3
COc1ccc(OC)c(S(=O)(=O)N2CCN3CCCC3C2)c1 (stereo unspecified)	1	-12	-3	0.2	-14	·	-3	-5
COc1cc(SSc2cc(OC)cc([N+](=O)[O-])c2N)c(N)c([N+](=O)[O-])c1	-16	2	-1	0.1	6	0.0	-6	19
COc1ccc(-c2ccc3c(c2)O[C@@H](CN(C)C(=O)c2ccccc2F)[C@H](C)CN([C@@H](C)CO)S3(=O)=O)cc1	10	-2	14	-1.0	-3	0.1	·	11
C[C@H](CO)N1C[C@H](C)[C@H](CN(C)C(=O)c2ccccc2)Oc2ncc(C#CC3CC3)cc2C1=O	0	-13	-3	0.8	5	-0.2	·	-7
COCc1[nH]nc2c1C(c1ccc(F)cc1)N(Cc1ccccc1)C2=O (stereo unspecified)	·	-7	-5	0.3	·	-0.1	6	-1
CC(=O)Nc1ccc2c(c1)C(=O)N(C)[C@@H]1CC[C@H](CC(=O)NCC3CC3)O[C@H]1CO2	-3	15	2	0.1	-1	0.0	-14	2
COc1ccc(-c2nnc(NC(=O)c3ccc(F)cc3)o2)cc1	7	17	-1	0.0	5	0.1	10	29
COc1ccccc1NC(=S)N1CCN(Cc2ccc3c(c2)OCO3)CC1	-1	-18	-1	0.2	-1	·	-1	-30
CCOc1ccc(N2C(=O)CC(NC3CCN(C(=O)c4ccc(F)cc4)CC3)C2=O)cc1 (stereo unspecified)	1	-1	-2	0.0	4	-0.4	9	·
Cc1cc2c(NC(=O)Nc3ccc(C(C)(C)C)cc3)cccc2nn1	·	-17	1	?	·	0.4	-16	-4
COc1ccc(N2C(=S)NC(C)(C)CC2(C)c2ccc(OC(C)=O)cc2OC(C)=O)cc1 (stereo unspecified)	·	-9	-22	0.1	·	·	8	6
CCNC(=O)[C@H]1[C@H](CO)[C@H]2Cn3c(cccc3=O)[C@@H]1N2CCC(F)(F)F	0	1	2	0.1	-7	-0.3	·	1
Cc1ccc(C(=O)Cc2nc3ccccc3[nH]2)cc1	38	-35	-1	0.1	-2	1.1	3	-95
COc1ccc(S(=O)(=O)N2CCCCC2)cc1NC(=O)CCNC(=O)c1ccc(Cl)cc1	-2	3	10	0.0	-4	0.3	-12	-4
CCCCCn1cnc2sc(CC)cc2c1=O	·	-14	-2	0.0	7	·	0	-99
O=C(NCc1ccc2c(c1)OCO2)C(=O)NCC1OCCN1S(=O)(=O)c1ccccc1 (stereo unspecified)	·	-6	0	-0.1	-12	0.3	·	·
C[C@H](CO)N1C[C@H](C)[C@H](CN(C)Cc2ccc(C(F)(F)F)cc2)Oc2c(NC(=O)Nc3ccc(C(F)(F)F)cc3)cccc2C1=O	-5	6	-10	0.1	7	-0.2	·	1

Individual results from the entries so far.
EWS-Fli block result of `COc1ccc(-c2ccc3c(c2)O[C@@H](CN(C)C(=O)c2ccccc2F)[C@H](C)CN([C@@H](C)CO)S3(=O)=O)cc1` → 11
RAD52 anneal inh result of `O=S(=O)(c1cc(F)ccc1F)N1CCC2(CC1)OCCO2` → -6

Three compounds out of the list, arranged by heavy-atom count, largest number first:
SMILES	esBAF inh	RAD52 anneal inh	S100A4 inh HTS	XiGFP reactiv	RAD54 branch	E-selectin induc	FN deposition inh	EWS-Fli block
COc1ccccc1NC(=S)N1CCN(Cc2ccc3c(c2)OCO3)CC1	-1	-18	-1	0.2	-1	·	-1	-30
Cc1cc2c(NC(=O)Nc3ccc(C(C)(C)C)cc3)cccc2nn1	·	-17	1	?	·	0.4	-16	-4
Cc1ccc(C(=O)Cc2nc3ccccc3[nH]2)cc1	38	-35	-1	0.1	-2	1.1	3	-95
